Autophagy HCS = modulators of autophagy; MEF GFP-LC3 puncta imaging; test concentration mostly 10 µM; calls only at 10 µM (by protocol); 190,000 compounds, 0.98% hits; AID 463193;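 active means percentage of spot-positive cells more than 3 SD above its plate mean, without a fluorescence outlier flag or 80% toxicity; inconclusive means no clear call, values can overlap the other calls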;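 further: spot-positive cell cutoff set from DMSO-treated cells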
West Nile virus CPE = West Nile virus antiviral activity, cell-based, CPE readout (AID 1621) | CPE inhibition, % at 10 µM, or IC50 in µM where a hit was titrated | 290,000 compounds, 0.02% hits | West Nile virus-infected cells, CPE inhibition; higher % means a stronger effect; in the data active means a potency from the dose series; inconclusive means CPE inhibition mostly from about 3.7% at the one dose, without a potency; inactive means the rest, 99 in 100 with CPE inhibition below about 2.2%; further: strong numbers were not always called active
bCat nuc transl = beta-catenin nuclear translocation modulation; HeLa beta-catenin nuclear translocation, immunofluorescence imaging; AID 1665; nuclear translocation activity, % at 5 µM; 190,000 compounds, 0.3% hits;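 active means nuclear translocation activity above 50% at 5 µM, with a well cell count of 50 or more; inconclusive means wells under 50 cells across six images, flagged as toxic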;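 further: per-cell ratio of nuclear to cytoplasmic median beta-catenin stain intensity; plate controls were DMSO negative control for no effect and GSK-3 inhibitor IX positive control for full effect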
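Test system: HeLa cells, endogenous beta-catenin; Compound: single 5 µM dose plus 0.02–20 µM confirmation series; Times: compound exposure 24 h at 37°C; Signal: fluorescence imaging of beta-catenin antibody stain plus DAPI; Read-out: % activation, nuclear-to-cytoplasmic median beta-catenin signal ratio per cell.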
Insulin prom up = MIN6 insulin promoter up-regulation; MIN6 insulin promoter-GFP reporter, high-content imaging; stronger effect = higher value; z-score at 5 µM; 190,000 compounds, 0.3% hits;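 active means z-score above 3 at 5 µM with at least 500 cells counted in the well; inconclusive means wells under 500 cells, flagged as cytotoxic or low count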
MT stabilize HCS = stabilizes microtubules in HeLa cells. HeLa tubulin immunostaining HCS, 24 h; share of cells brighter than vehicle mean+2SD. % tubulin-high responders, % at 10 µM. 200,000 compounds, 0.83% hits. AID 2205;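 active means plate Z-score above 3 for both tubulin-high and condensed-nucleus cell shares, with cell loss under 80%, at 10 µM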;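 further: anti alpha tubulin signal scored within the nucleus-defined area of each cell; some results filed as inactive read as strong as hits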
WT yeast gro inh = growth inhibition of WT yeast, mitochondrial fusion screen; inhibition, % at 10 µM; 190,000 compounds, 2.1% hits; AID 1362; mitochondrial fusion phenotypic screen, WT strain; in the data active means inhibition above about 58%; tested in S. cerevisiae
T cell modulator = T cell immune modulators affecting CD8 T cell-vesicle binding. calls only at 7 µM. AID 2052. 330,000 compounds, 0.068% hits. 2C CD8+ T cell-vesicle binding, flow cytometry; stronger effect = lower value;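 active means response, share of CD8 T cells binding vesicles, and their 90th percentile fluorescence all below set limits, cut at about 80% in these data, passing the limit was not always enough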
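Read-out – percent CD8+ FL2 mean versus row control · System – murine 2C transgenic CD8+ T lymphocytes · Times – 1.5 h cell–vesicle binding at 37 °C, then 20 min icy labelling · Control set – naked vesicles low, QL9 vesicles with vehicle high · Detection – cytometric PE anti-B7-1 and Alexa647 anti-CD8 signals after 1% paraformaldehyde fixation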
Myeloid diff MLP = compounds promoting myeloid differentiation; ER-HoxA9 myeloid progenitors, lysozyme-GFP differentiation, flow cytometry; calls only at 10 µM; 360,000 compounds, 1% hits; AID 624256;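 active means normalized GFP-positive differentiation at or above the plate's own cutoff, the solvent-only control mean plus 3 SD; inconclusive means no clear call, values can overlap the other calls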;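 further: cells exposed to compound for four days before flow analysis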
Lipid droplet = hepatic lipid droplet formation modulation; AML12 mouse hepatocytes, oleate lipid droplets, BODIPY imaging; inhibition, % at 6.5 µM; 240,000 compounds, 0.4% hits; AID 1656;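 active means lipid droplet intensity inhibited by at least 50%, with more than 500 cells counted; inconclusive means wells with under 300 cells, treated as cytotoxic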
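Assay system: AML12 hepatocytes (mouse); Probe or stimulus: oleic acid at 100 µM to induce lipid droplet formation; Dosing: compound at 6.5 µM only; Schedule: compound with oleate, overnight; Detection: fluorescence imaging, 20x objective, two fields per well; Measure: % inhibition of lipid droplet signal.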
WT yeast gro inh mutant strain = also measured in WT yeast gro inh; calls as there; inhibition, %; mitochondrial fusion phenotypic screen, mutant strain inhibition
Insulin prom up cell count = recorded beside Insulin prom up, whose call it bears; cell count; measured here: cytotoxicity, nuclei count;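 total cells summed across four imaged fields per well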
Lipid droplet cells 6.5 µM = second read-out of Lipid droplet, no call of its own (marks repeat the call); cell count; measured here: cell count, cytotoxicity flag;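 cells counted across two imaged fields per well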
bCat nuc transl cell count 5 µM = second read-out of bCat nuc transl, no call of its own (marks repeat the call); cell count; measured here: cell count, cytotoxicity flag
T cell modulator vesicle-bound % = further read-out of T cell modulator, marked with its call; double positive events, %; measured here: CD8+ vesicle-bound cell fraction;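 binding gate set so that unloaded-vesicle control wells show 10% double positive cells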
MT stabilize HCS Hoechst-high % = recorded beside MT stabilize HCS, whose call it bears; % Hoechst-high responders; measured here: nuclear condensation Hoechst responders;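 share of cells brighter than vehicle mean plus two SD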
MT stabilize HCS cytotoxicity % = further read-out of MT stabilize HCS, marked with its call; toxicity, %; measured here: cytotoxicity by cell density;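 0% = mean cell density of plate MIN control wells and 100% = no cells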
Autophagy HCS cell loss 18 h = also measured in Autophagy HCS; calls as there; toxicity, %; measured here: cell loss, nuclei count;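 cell loss after 18 h compound exposure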
Myeloid diff MLP GFP+ MAC1+ % = further read-out of Myeloid diff MLP, marked with its call; GFP+ MAC1+ double positive, %; measured here: differentiation confirmed by MAC1 staining
Numbers without * were called inactive; i = inactive; ? = inconclusive; nt = no result given; + = active, no number. Rows were taken by chance. Share with any hit: about 3.9%.

SMILES	Autophagy HCS	Autophagy HCS cell loss 18 h	West Nile virus CPE	bCat nuc transl	bCat nuc transl cell count 5 µM	Insulin prom up	Insulin prom up cell count	MT stabilize HCS	MT stabilize HCS Hoechst-high %	MT stabilize HCS cytotoxicity %	WT yeast gro inh	WT yeast gro inh mutant strain	T cell modulator	T cell modulator vesicle-bound %	Myeloid diff MLP	Myeloid diff MLP GFP+ MAC1+ %	Lipid droplet	Lipid droplet cells 6.5 µM
COc1ccc(CC(=O)OC(C)C(=O)c2ccc(C)cc2)cc1 (stereo unspecified)	nt	nt	1.0%	nt	nt	nt	nt	nt	nt	nt	nt	nt	i	25	i	2.5	0	718
O=C(CCl)N1N=C(c2ccco2)CC1c1cccs1 (stereo unspecified)	i	17	0.6%	3.0	938	-1.2	1088	9.3	8.4	13	-25	-10	i	42	i	1.6	8	492
O=C(NNc1cc(N2CCCC2)nc(N2CCCC2)n1)c1ccc([N+](=O)[O-])cc1	i	15	-1.2%	0.8	1487	0.48	1120	1.8	3.1	7.3	-20	6	i	10	i	0.2	-4	616
CCn1c(C(C)NC(=O)c2cccc(C)c2)n[nH]c1=S (stereo unspecified)	i	-5	0.3%	-0.1	1535	-0.54	1454	3.4	1.3	9.3	-10	-19	i	43	i	0.4	8	694
O=C(/C=C\NCC(=O)c1ccccc1)c1ccc2ccccc2c1	i	27	-1.0%	-1.4	1072	0.53	1576	2.8	2.0	7.6	24	12	i	34	i	0.1	-25	606
COc1ccc(C2CCCN2C(=S)Nc2cccc(C)c2C)cc1OC (stereo unspecified)	i	9	-0.8%	-1.2	1119	0.02	1087	2.6	1.3	0.6	12	10	i	22	i	0.4	-2	689
Cc1ccc(N2C(=O)c3ccccc3C2C(=O)c2ccc(O)cc2O)cc1 (stereo unspecified)	i	14	-0.1%	-2.8	555	0.23	1251	4.9	1.5	4.4	20	-1	i	62	i	0.2	10	609
CC1CCCN(C(=S)Nc2ccc3nc4n(c(=O)c3c2)CCCCC4)C1 (stereo unspecified)	i	-22	-1.6%	-0.9	1116	0.55	1331	5.3	3.2	3.6	-20	-8	i	54	i	0.5	4	658
CCOc1ccc(CCNC(=O)C2CCCN2C(=O)OCc2ccccc2)cc1OCC (stereo unspecified)	i	-3	-0.3%	1.1	1033	-0.67	1271	1.7	1.5	8.3	-12	-31	i	51	i	0.6	50	684
COc1ccc(C(=O)NC(=S)N2CCCCC2)cc1[N+](=O)[O-]	i	8	-0.1%	nt	nt	0.25	1377	2.7	1.8	4.9	4	16	i	23	i	0.9	-1	662
COc1cccc(C(=O)C2CCCN(Cc3cccc(-n4cccn4)c3)C2)c1 (stereo unspecified)	nt	nt	-1.0%	1.2	1327	-0.3	1066	nt	nt	nt	nt	nt	i	36	i	0.5	-7	670
COc1ccc(Cl)cc1NC(=O)Nc1ccccc1C(N)=O	i	-14	0.8%	-0.7	1078	0.51	1229	3.2	2.2	7.6	-7	-17	i	57	i	0.0	13	734
On1nnc2ccccc21	nt	nt	0.1%	1.6	1298	0.54	947	nt	nt	nt	nt	nt	i	25	i	0.0	3	719
Cc1cccn2c(=O)c3cc(C(=O)NCCCOC(C)C)sc3nc12	nt	nt	-0.8%	nt	nt	nt	nt	nt	nt	nt	nt	nt	i	43	i	1.0	17	818
COc1cc(C2C(C#N)=C(N)Oc3cc(N)ccc32)cc(OC)c1OC (stereo unspecified)	+	72*	-0.1%	71*	252*	0.18	505	18*	41*	49*	-38	-3	i	34	nt	nt	?	nt
O=C(Nc1c(S(=O)(=O)c2ccccc2)csc1Br)c1ccccc1Cl	nt	nt	-0.8%	-3.7	1152	-0.1	1314	nt	nt	nt	nt	nt	i	21	i	1.9	-16	735
COc1nn(CC(=O)N2N=C(C)CC2(O)C(F)(F)F)cc1[N+](=O)[O-] (stereo unspecified)	i	-15	-0.6%	1.3	965	0.22	1234	3.3	1.2	7.1	-7	-4	i	53	i	2.2	-45	717
CCN1CCN(c2cc(C)c3cc(NC(=O)c4ccc(C)c(C)c4)ccc3n2)CC1	nt	nt	-0.7%	nt	nt	nt	nt	nt	nt	nt	nt	nt	i	32	i	0.4	10	804
Cc1cc(=O)oc2cc(OC(C)C(=O)NCCc3ccc(S(N)(=O)=O)cc3)ccc12 (stereo unspecified)	nt	nt	0.4%	nt	nt	nt	nt	nt	nt	nt	nt	nt	i	17	i	0.3	-4	798
CCC1(C)Cc2c(sc3nc(SCC(=O)O)[nH]c(=O)c23)CO1 (stereo unspecified)	i	-2	0.0%	-0.2	990	0.11	1201	3.3	1.9	6.3	7	3	i	13	i	4.0	27	675
COCCN(C)Cc1cn(-c2ccc(F)cc2F)nc1-c1ccccc1C	i	16	-1.6%	-0.6	1429	0.17	1525	2.6	2.0	5.3	7	8	i	49	i	0.3	5	656
CCCc1[nH]nc2c1C(c1ccc(OCCN3CCOCC3)c(OCC)c1)C(C#N)=C(N)O2 (stereo unspecified)	i	-4	0.1%	0.4	1036	-0.75	1238	3.6	3.8	3.9	55	18	i	28	i	6.2	3	737
Cc1ccc(CS(=O)(=O)CCC(=O)NCCc2ccccc2)cc1	nt	nt	0.6%	nt	nt	nt	nt	nt	nt	nt	nt	nt	i	58	i	0.7	4	809
Cc1cccc(-n2c(C)nc3cc(C(=O)NCC4CCCO4)ccc32)c1 (stereo unspecified)	nt	nt	-0.3%	nt	nt	nt	nt	nt	nt	nt	nt	nt	i	14	i	0.8	-5	750
CS(=O)(=O)Nc1ccc(C(=O)Nc2ccccc2-c2ccccc2)cc1	nt	nt	-0.1%	nt	nt	nt	nt	nt	nt	nt	nt	nt	i	29	i	0.2	-14	779
COC(=O)CSc1nc(C2CC2)nc2ccccc12	i	-11	-0.5%	-8.6	1042	-1.4	1471	2.8	1.6	0.4	-10	16	i	50	i	2.9	nt	nt
CCN(CC)C(=O)CSCC(=O)Nc1ccccc1	i	7	0.1%	nt	nt	nt	nt	4.6	3.1	9.7	0	0	i	40	i	1.5	nt	nt
CCOc1ccc(CCNC(=O)Nc2ccccc2C)cc1OCC	nt	nt	-0.6%	nt	nt	nt	nt	nt	nt	nt	nt	nt	i	22	i	0.4	104*	398*
C=CCSc1nnc(-c2cc(Br)ccc2N)c(=O)[nH]1	i	3	-0.2%	nt	nt	0.48	832	2.2	3.7	3.6	14	6	i	40	i	4.7	nt	nt
CCOC(=O)N1CCN(CC(O)COc2ccccc2C(C)(C)C)CC1 (stereo unspecified)	i	14	-1.1%	-0.3	951	0.1	1285	4.7	2.3	5.0	18	4	i	43	i	0.4	-8	604
Cc1nc2nc(COc3ccccc3)[nH]n2c(=O)c1C	i	-8	0.4%	-7.5	1226	-1.4	1221	6.1	2.7	11	12	10	i	13	i	0.0	-1	799
CC(Sc1nc2cc(Cl)ccc2s1)C(=O)Nc1ccc2c(c1)OCO2 (stereo unspecified)	i	-29	0.5%	0.5	1136	-0.79	1486	0.8	2.8	8.4	34	14	i	36	i	0.3	0	588
CCCCN(C(=O)CCC(=O)Nc1cc(C)on1)C(C(=O)NC(C)(C)C)c1cccc(OC)c1OC (stereo unspecified)	i	-7	-0.3%	-2.8	568	nt	nt	3.3	1.6	7.3	12	9	i	48	i	0.6	12	746
CCOc1ccc(/C=N/NC(=O)CSc2ccccn2)cc1O	nt	nt	0.1%	0.7	1307	0.12	1149	nt	nt	nt	nt	nt	i	49	i	0.3	-7	674
O=C(c1cccc(Oc2ccccc2)c1)N1CCN(c2ccccn2)CC1	i	-1	-1.6%	2.2	1130	-0.37	1370	6.5	1.9	7.9	8	17	i	59	i	0.4	-5	715
Cc1c(C(=O)NC(C)CN2CCCCC2)oc2ccccc12 (stereo unspecified)	i	-5	-0.3%	-1.4	1082	nt	nt	2.8	1.8	5.5	7	5	i	27	i	20	-10	657
COc1ccc(OC)c(-c2[nH]nc3c2C(c2ccco2)C(C#N)=C(N)O3)c1 (stereo unspecified)	i	2	-0.1%	-0.6	1082	-0.43	1251	3.3	1.4	2.6	8	17	i	27	i	0.9	-1	723
Cc1nc(NC(=O)/C=C/c2ccccc2)sc1C(=O)Nc1cccc(Cl)c1	i	0	-0.7%	1.7	560	-0.51	1255	6.2	2.1	12	4	-9	i	39	i	1.0	3	648
CC1CN(C2=NC(=O)/C(=C3/C(=O)N(Cc4ccc(F)cc4)c4ccccc43)S2)CC(C)O1 (stereo unspecified)	nt	nt	-0.5%	1.5	1318	nt	nt	nt	nt	nt	nt	nt	i	46	i	0.5	40	629
CCOC(=O)c1cc2c(C)[nH]c(C)c2cc(C(=O)OCC)c1=O	i	-29	-0.1%	0.1	958	nt	nt	3.2	1.2	3.0	0	-8	i	27	i	0.3	18	615
COc1ccc2ccccc2c1CNc1nnnn1C	i	-5	-0.1%	-1.5	945	-0.06	1488	1.9	1.4	11	-19	-16	i	33	i	0.7	2	676

From PubChem BioAssay
